FUS yeast rescue – suppressors of FUS proteinopathy in yeast; Potency, µM (series often up to 76.6 µM), inactives show at the highest dose growth rescue (activation), most hits filed as activators; 0.24% of 390,000 active; S. cerevisiae FUS-expressing, growth rescue, OD600, 24 h;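 also: potency is read from the fitted curve at half-maximal effect; plate controls were DMSO vehicle for no effect and reference control for full effect; nearly all actives have a fitted effect of over 55% in size; some results filed as inactive show a strong effect at the top dose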
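Yeast FUS proteinopathy model; galactose-induced FUS (2%), starting OD 0.005. Cpds in dilution series, 24hr, 30C, 99% humidity. Abs 600 nm growth. Pos ctrl CP55940 (top 92uM final); neg ctrl DMSO.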
Mm-Cpn inhibitor – M. maripaludis TRiC chaperonin inhibition; Potency, µM (highest dose often 76.9 µM), for inactives: top-dose activity, negative = inhibition, usual class: inhibitors; 0.031% of 330,000 active; AID 504842; purified Mm-Cpn ATPase, ADP Transcreener TR-FRET; also: potency is read from the fitted curve at half-maximal effect; % is scaled to controls: 0 for no effect and ±100 for the full control effect; nearly all actives have a fitted effect of over 80% in size
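25 nM Mm-CPN + cpd, 10 min 37°C; + 10 uM ATP, 30 min 37°C; buffer 30 mM Tris pH 7.4, 100 mM KCl, 5 mM MgCl2, 1 mM DTT; Transcreener ADP HTRF detection 30 min RT.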
TDP-43 yeast inh – inhibitors of TDP-43 toxicity in yeast; TDP-43 expressing yeast growth rescue, BacTiter-Glo, 24 h; Potency, µM (series often up to 46.1 µM), for the others: top-dose growth rescue (activation), hits mostly activators; 1.8% of 410,000 active; also: potency is read from the fitted curve at half-maximal effect; % of control where 0% means no effect; nearly all actives have a fitted effect of over 50% in size
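Readout is BacTiter-Glo luminescence of cell growth, so inhibitors register as activators. TDP-43-expressing yeast at OD600=0.02 in galactose medium, after raffinose pregrowth to mid-log, were incubated with compound for 24 hr at 30 deg C.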
PTHR1 ag – PTHR1 (human) receptor agonism. AID 743266. Potency, µM (series often up to 115 µM), for inactives: top-dose activation, hits mostly activators. Q03431. HEK293 GP2 PTHR1 cells, GloSensor cAMP luminescence, 1 h. 0.075% of 410,000 active; also: potency is read from the fitted curve at half-maximal effect; nearly all actives have a fitted effect of over 55% in size; some results filed as inactive show a strong effect at the top dose; inactives centre near -15; many of its hits are not listed in these tables
Target sequence (Q03431 whole entry, looked up): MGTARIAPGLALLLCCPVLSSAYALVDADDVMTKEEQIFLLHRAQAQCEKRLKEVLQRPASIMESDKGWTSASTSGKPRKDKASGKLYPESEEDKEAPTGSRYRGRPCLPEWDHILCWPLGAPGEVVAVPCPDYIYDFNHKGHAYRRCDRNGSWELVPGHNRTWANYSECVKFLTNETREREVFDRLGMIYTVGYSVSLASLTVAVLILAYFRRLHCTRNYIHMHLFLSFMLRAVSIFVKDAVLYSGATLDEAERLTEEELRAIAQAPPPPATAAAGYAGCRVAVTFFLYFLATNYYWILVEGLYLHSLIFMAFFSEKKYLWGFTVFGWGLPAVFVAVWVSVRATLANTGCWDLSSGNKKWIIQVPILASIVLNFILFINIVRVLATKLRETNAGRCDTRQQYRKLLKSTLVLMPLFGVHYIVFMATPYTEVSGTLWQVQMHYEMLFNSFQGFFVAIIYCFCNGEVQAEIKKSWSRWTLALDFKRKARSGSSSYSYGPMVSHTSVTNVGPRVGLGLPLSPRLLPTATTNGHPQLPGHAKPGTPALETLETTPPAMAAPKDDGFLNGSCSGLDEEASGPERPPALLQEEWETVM
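HEK-293-derived GP2 cells expressing PTHR1 and a GloSensor cAMP reporter, 3,000/well, plated overnight, given luciferin plus IBMX (each 0.5 mM as added) for 1 h at 37 °C, then compound for 1 h at 37 °C. Luminescence was read after 15 min at room temperature.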
GLP1R inv ag – inverse agonists of human GLP-1 receptor; P43220; HEK293 GLP-1R CRE-luciferase, luminescence, 24 h; GLP-1R form is constitutively active; Potency, µM (doses to about 38.3 µM), inactives show at the highest dose activity change, negative = inhibition, usual class: inhibitors; 1.6% of 410,000 active; also: potency is read from the fitted curve at half-maximal effect; % is scaled to controls: 0 for no effect and ±100 for the full control effect; nearly all actives have a fitted effect of over 55% in size
Target sequence (P43220 whole entry, looked up): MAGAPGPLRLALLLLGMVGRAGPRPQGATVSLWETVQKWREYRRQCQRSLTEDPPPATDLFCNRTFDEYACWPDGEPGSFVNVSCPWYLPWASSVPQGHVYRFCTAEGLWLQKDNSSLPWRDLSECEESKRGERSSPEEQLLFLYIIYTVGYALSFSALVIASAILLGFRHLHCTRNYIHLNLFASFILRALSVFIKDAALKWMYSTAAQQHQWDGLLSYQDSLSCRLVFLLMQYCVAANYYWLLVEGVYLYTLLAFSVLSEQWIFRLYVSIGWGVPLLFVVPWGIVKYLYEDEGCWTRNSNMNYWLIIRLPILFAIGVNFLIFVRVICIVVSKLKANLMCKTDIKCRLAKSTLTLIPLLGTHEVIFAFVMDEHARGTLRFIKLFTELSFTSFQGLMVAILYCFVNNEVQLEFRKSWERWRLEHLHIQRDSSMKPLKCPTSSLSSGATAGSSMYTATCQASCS
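Inverse agonists were sought by their lowering of basal cAMP reporter luciferase output in HEK293 cells stably carrying constitutively active human GLP-1R, after 24 h compound treatment.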
Abeta yeast res – restores growth of yeast expressing A-beta42 peptide; yeast expressing A-beta42, growth rescue, OD600, 48 h; response scale: 0% DMSO, 100% iron-clioquinol control; Potency, µM (top dose mostly 46.1 µM), for the others: at the top dose growth rescue, usual class: activators; 0.063% of 410,000 active; AID 1347071; also: potency is read from the fitted curve at half-maximal effect; nearly all actives have a fitted effect of over 55% in size
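Yeast growth medium received pinned compounds, then yeast cells expressing toxic A-beta were added; plates incubated at 30 C for 48 hr. Growth read as absorbance at 600 nm, normalized to DMSO and equimolar FeCl3 plus clioquinol controls.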
HEK293 tox – cytotoxicity in counter-screen for GLP-1R inverse agonists. 0.13% of 410,000 active. HEK293 cAMP-luciferase reporter cells, luminescence, 24 h. AID 624418. Potency, µM (top dose mostly 38.3 µM), without a hit: at the top dose activity change, negative = inhibition, actives largely listed as inhibitors;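 also: loss of luciferase light is scored as toxicity; potency is read from the fitted curve at half-maximal effect; % is scaled to controls: 0 for no effect and ±100 for the full control effect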
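Quantitative HTS format, 1536 wells, 200 cells/uL seeded. Compounds: 23 nL, 24 h, 37 °C. Detection: luciferase reagent, luminescence at 12 min RT; decreased signal taken as cytotoxic.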
Akt phos inh – blocks phosphorylation of Akt | AID 651550 | activity change, % for hits at 50 µM | Neuro2A IGF-stimulated pAkt S473 HTRF, 20 min; stronger effect = lower value | 0.32% of 360,000 active; in the data active = activity change below about -80%; inconclusive = mostly about -51% to -80%; also: % is scaled to controls: 0 for no effect and ±100 for the full control effect
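Single-point screen (50 µM final compound) in Neuro2A cells stimulated 20 min with 6 nM IGF at 37 deg C. After lysis, Ser473-phosphorylated Akt read by HTRF (ex 330 nm, em 615/665 nm) as the 665/615 ratio.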
aSyn rescue – alpha-synuclein toxicity inhibition in yeast; Yeast expressing alpha-synuclein, growth rescue, BacTiter-Glo, 24 h; Potency, µM (titrated, usually from 46.1 µM), without a hit: top-dose growth rescue (activation), most hits filed as activators; 0.14% of 370,000 active; also: potency is read from the fitted curve at half-maximal effect; % of control where 0% means no effect; nearly all actives have a fitted effect of over 65% in size
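Rescue of yeast growth: cells expressing toxic alpha-synuclein, induced in galactose at OD600 0.02, incubated with compound 24 h at 30 C. ATP luminescence quantified growth; inhibitors of toxicity appear as activators.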
An asterisk follows results filed as active; i = inactive; ? = inconclusive; · = not tested or not shown; [ ] = remark or other dose. Unless noted, calls follow the shape of the dose curve; as a rule, active = well fitted curve in the direction sought with a large enough effect; inconclusive = small, poorly fitted or top-dose-only effect, or another doubt; inactive = no such curve, though single readings can be large; an effect the other way counts as inactive or inconclusive. These rows are one share of the data; rates above refer to the full screens.

Each structure is followed by: Mm-Cpn inhibitor	GLP1R inv ag	HEK293 tox	PTHR1 ag	TDP-43 yeast inh	aSyn rescue	Akt phos inh	Abeta yeast res	FUS yeast rescue
> CCSc1nc(-c2cccs2)nc2ccccc12
  -16%	-25%	10%	-16%	?	14%	i	-17%	3%
> Cc1c(NC(=O)c2cccc(-c3cc4ccccc4oc3=O)c2)cccc1-c1nc2ncccc2o1
  -4%	15%	-23%	-5%	7%	-12%	i	10%	1%
> O=C(COc1ccccc1Cl)NCCc1ccc2c(c1)OCCO2
  2%	9%	-4%	-10%	29%	2%	i	-23%	4%
> CS(=O)(=O)N1CCC(Oc2ccccc2C(=O)N2CCN(CC3CC3)CC2)CC1
  4%	6%	4%	i	-10%[0.397 µM]	10%	i	-21%	-5%
> CCN1CC=C2C(C#N)=C(N)C(C#N)(C#N)C(c3cc(Cl)ccc3Cl)C2C1 (stereo not drawn)
  -5%	?	113%[activator]	-5%[57.5 µM]	-11%	-4%	i	7%	11%
> O=C(Cn1nnc(-c2ccccc2NC(=O)C2CC2)n1)NC1CCCCC1
  1%	-22%	6%	i	-23%	-1%	i	-29%	-38%
> O=C(NCc1ccccc1)c1cncc(Br)c1
  -1%	-28%	6%[1.53 µM]	i	-5%	-4%	i	2%	5%
> CCOc1ccc(C(=O)C(C)OC(=O)c2nc(Cl)ccc2Cl)cc1 (stereo not drawn)
  -1%	18%	0%	i	?	0%	i	-25%	12%
> Cc1cc(O)ccc1-c1cnc2ccccc2n1
  -1%	0%	4%	i	?	-2%	i	-3%	48%
> Cc1ccc(S(=O)(=O)N(C)C[C@@H]2Oc3ccc(NS(C)(=O)=O)cc3CC(=O)N([C@H](C)CO)C[C@@H]2C)cc1
  1%	1%	11%	1%	0%	1%	i	-10%	15%
> CCOC(=O)C(c1ccccc1)C(Nc1ccc(F)cc1)c1ccccn1 (stereo not drawn)
  1%	10µM*	-7%	-94%[inhibitor]	28%	1%	i	1%	?
> CCN(C(=O)Cc1nc(N)n[nH]1)C1(C(=O)Nc2ccccc2)CCCCC1
  0%	4%	10%	i	6%	-4%	i	-8%	30%
> CC(=O)OC1COC(n2ccc3cc([N+](=O)[O-])ccc32)C(OC(C)=O)C1OC(C)=O (stereo not drawn)
  0%	2%	-1%	i	-1%	-4%	i	-3%	8%
> CCc1ccc(S(=O)(=O)Nc2c(NC3CCCCC3)c3ccccc3oc2=O)cc1
  -1%	?	0%	-5%	4%	2%	i	11%	18%
> c1cc(-c2ccc3c(c2)CCO3)n2cnnc2c1
  ·	19%	0%	i	23%	0%	i	7%	-19%
> Cc1ccc(S(=O)(=O)N2CCC(NC(=O)c3cccc(C)c3)CC2)cc1
  2%	-8%	20%	i	-2%	-10%	i	-2%	-9%
> O=C(Nc1ccc(N2CCN(C(=O)c3ccco3)CC2)c(Cl)c1)c1cccs1
  2%	?	?	-28%	?	18%	i	-30%	3%
> Cc1cc(NC(=O)CSc2nnnn2-c2ccc(C)c(C)c2)no1
  -1%	?	-1%	-12%	-7%[9.22 µM]	2%	i	-4%	-11%
> CC(=O)Nc1cccc(NC(=O)Nc2ccc(C(C)=O)cc2)c1
  -1%	58%[activator]	-12%	i	3%	-7%	i	10%	5%
> Cc1cccc(CNC(=O)c2ccc3c(c2)c(C)c(C)n3Cc2ccccc2)c1
  ·	?	-4%	?	-17%	·	·	-10%	13%
> Cc1cccc(NC(=O)c2cc(Cl)nc3ccccc23)c1
  1%	-20%	-13%	-26%	29%	2%	i	13%	12%
> O=C(CSc1n[nH]c(-c2ccco2)n1)Nc1ccccc1F
  0%	-2%	-2%	i	-14%	0%	i	-2%	31%
> O=C(c1ccccc1OCc1ccccc1Br)N1CCN(c2ncccn2)CC1
  -5%	?	-21%	i	?	2%	i	6%	42%
> Oc1ccccc1N1CCN(C(=S)NCCc2ccccc2)CC1
  0%	?	-12%	-32%[inhibitor]	?	6%	i	16%	·
> CCn1c(/N=C/c2ccc(OC)cc2O)nc2ccccc21
  0%	7%	-15%	-54%[inhibitor]	18%	4%	i	2%	-14%
> CC(C)Cc1nc(NCCN2CCOCC2)c(C#N)c2c1COC(C)(C)C2
  -3%[15.4 µM]	?	-15%	i	5%	-4%	i	-15%	20%
> O=c1[nH]c(/C=C\c2ccc(O)c(O)c2)nc(O)c1[N+](=O)[O-]
  -7%	-11%	11µM*	i	·	-8%	i	-6%	12%
> O=S1(=O)CCOC[C@H](Cc2ccccc2)N1Cc1cccc(C(F)(F)F)c1
  ·	-30%	-3%	i	?	1%	i	2%	23%
> CC1CCN(C(=O)C2CCN(S(=O)(=O)c3cccc4nsnc34)CC2)CC1
  0%	7%	-13%	i	7%	-1%	i	7%	-43%
> O=C(CNC(=O)c1ccccc1F)N/N=C/c1cn[nH]c1-c1ccccc1
  -1%	-8%	-1%	-1%	-4%	-4%	i	-17%	31%

Continued, overlapping the part above by 2 compounds.
Each structure is followed by: Mm-Cpn inhibitor	GLP1R inv ag	HEK293 tox	PTHR1 ag	TDP-43 yeast inh	aSyn rescue	Akt phos inh	Abeta yeast res	FUS yeast rescue
> CC1CCN(C(=O)C2CCN(S(=O)(=O)c3cccc4nsnc34)CC2)CC1
  0%	7%	-13%	i	7%	-1%	i	7%	-43%
> O=C(CNC(=O)c1ccccc1F)N/N=C/c1cn[nH]c1-c1ccccc1
  -1%	-8%	-1%	-1%	-4%	-4%	i	-17%	31%
> Cc1ccccc1NC(=O)C1CCCN(S(=O)(=O)c2ccc(-n3cnnn3)cc2)C1 (stereo not drawn)
  -1%	4%	-6%	i	-19%	0%	i	-9%	33%
> Cc1onc(-c2ccccc2Cl)c1C(=O)N1CCC(C(N)=O)CC1
  1%	18%	19%	i	-20%	-7%	i	-7%	27%
> COc1ccc(CCNC(=O)CC(=O)N/N=C/c2ccc(Br)cc2)cc1OC
  -4%	20%	-8%	i	-7%	-5%	i	3%	-6%
> CCOC(=O)C1CCCN(CC(O)COc2ccc(OC)cc2C(C)(C)C)C1 (stereo not drawn)
  -6%	-29%	-4%	-13%	2%	3%	i	-11%	10%
> O=C1C2C3C=CC(C4CC34)C2C(=O)N1Cc1ccco1 (stereo not drawn)
  2%	16%	55%[activator]	?	-14%	-2%	i	0%	12%
> CCNC(=S)NNC(=O)c1cccn(Cc2ccc(Cl)cc2Cl)c1=O
  0%	0%	-3%	-10%[57.5 µM]	18%	?	i	4%	15%
> N#Cc1ccsc1NC(=O)CN1CCN(c2ccc(O)cc2)CC1
  -3%	?	-24%	-7%	9%	1%	i	-10%	·
> Cc1ccc(NC(=O)c2sc(Cl)nc2C)c(C)c1
  0%	16%	-11%[1.53 µM]	i	?	4%	i	11%	12%
> CCC(CC)n1[nH]c(=O)c2c(C)cc(C)nc21
  3%	-3%	-4%	-23%	14%	-14%	i	6%	-10%
> CCOc1cc(C(=O)Nc2ccc(C)cc2O)ccc1OCC(=O)N1CCOCC1
  0%	13%	4%	i	2%	-2%	i	3%	37%
> NNC(=S)NC1CCS(=O)(=O)C1 (stereo not drawn)
  1%	?	3%	9%	2%	-7%	i	-11%	32%
> COc1ccc(/C=C2\SC(=O)N(CCC(=O)N(C)C3CCS(=O)(=O)C3)C2=O)cc1 (stereo not drawn)
  1%	18%	0%	-33%[inhibitor]	21%	0%	i	10%	8%
> COc1ccc(Br)cc1/C=N/n1c(COc2ccccc2)n[nH]c1=S
  0%	10%	-14%	i	2%	-13%	i	-3%	-20%
> Cc1ccccc1NC(=O)NNC(=O)OC(C)(C)C
  0%	9%	2%	i	4%	5%	i	0%	-9%
> COC(=O)c1ccc(S(=O)(=O)NCc2ccc(S(N)(=O)=O)cc2)n1C
  -1%	6%	0%	-12%	5%	-5%	i	-8%	9%
> FC(F)(F)c1ccc(-c2nnc(-c3ccccn3)c(-c3ccccn3)n2)nc1
  0%	9%	13%	i	4%	-3%	i	-8%	-10%
> Cn1cc([C@]2(O)C(=O)N(c3ccccc3)c3ccccc32)c2ccccc21
  ·	?	-3%	-22%	0%	?	i	?	32%
> COc1ccc(S(=O)(=O)NC(C)c2ccccc2)cc1C(=O)N1CCCCC1 (stereo not drawn)
  0%	-26%	-10%	-31%[inhibitor]	7%	-1%	i	5%	13%
> Cc1ccc(S(=O)(=O)NCCc2nnc3ccc(NCCCOC(C)C)nn23)cc1
  -2%	9%	-2%	-21%	-4%	-3%	i	-10%	-1%
> COc1ccc(CNS(=O)(=O)c2ccc3c(c2)CCN3C(=O)C2CCC2)cc1
  1%	20%	-10%	-27%	8%	0%	i	10%	-9%
> CC(=O)N1CCc2cc(Br)cc(S(=O)(=O)CCC(=O)N3CCN(c4ccccn4)CC3)c21
  0%	-8%	-1%	-3%	·	0%	i	3%	35%
> COc1ccc(C(=O)O)cc1S(N)(=O)=O
  1%	4%[7.66 µM]	-5%[7.66 µM]	-11%	3%	5%	i	-2%	22%
